From PubChem
RGS4 act – potentiators or activators of RGS4; HEK293 M3R/inducible RGS4, carbachol calcium flux Fluo4; hits give low values; 0.92% of 310,000 active; B-score at 10 µM; AID 463111;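 active = B-score of the integrated calcium signal more than 4 SD below the library mean, with starting fluorescence not abnormally high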;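 note: negative B-score means reduced calcium response which marks RGS4 activation or potentiation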
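test system = HEK293 cells with stable M3R and inducible RGS4 | schedule = recording 10 s baseline at 1 Hz, 100 s post-agonist | technique = Fluo4-AM (2 µM) calcium-flux fluorescence, kinetic read | measure = Agonist-evoked peak-minus-minimum fluorescence over baseline, integrated ratio, B score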
MrgX1 antag – blocks BAM8-22 activation of human MrgX1 receptor; 1.3% of 310,000 active; AID 588676; B-score at 10 µM; MRGX1-HEK293 calcium flux, Fluo-4, BAM8-22 antagonism; hits give low values;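 active = calcium-response B-score plate-corrected more than 3 library SD below zero, starting fluorescence within 5 deviations, no agonist response on first addition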;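 note: peak minus trough fluorescence over baseline after final BAM8-22 challenge near maximal dose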
Target sequence (Q96LB2 whole entry, looked up): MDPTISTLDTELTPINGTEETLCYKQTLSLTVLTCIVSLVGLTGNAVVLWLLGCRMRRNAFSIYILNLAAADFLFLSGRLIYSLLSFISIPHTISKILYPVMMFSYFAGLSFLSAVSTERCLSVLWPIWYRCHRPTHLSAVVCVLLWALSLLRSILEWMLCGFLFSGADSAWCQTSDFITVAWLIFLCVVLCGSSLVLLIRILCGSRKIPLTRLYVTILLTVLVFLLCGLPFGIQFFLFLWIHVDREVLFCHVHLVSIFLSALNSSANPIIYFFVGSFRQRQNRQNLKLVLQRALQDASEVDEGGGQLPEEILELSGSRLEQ
TRPC6 activator – activates the mouse TRPC6 cation channel | HEK293-TRPC6 membrane potential dye fluorescence; hits give high values | B-score at 10 µM | 0.13% of 310,000 active | AID 2550;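 active = B-score of the integrated fluorescence ratio above library mean plus 3 SD, and starting fluorescence ratio within library mean plus 5 SD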;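 note: higher score means more depolarization so channel activation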
HIF act – HIF pathway transcriptional activation; U2OS HRE-luciferase reporter, luminescence; normalized: DMSO 0%, desferrioxamine 100%; activation, % at 7.5 µM (by protocol); 0.32% of 300,000 active;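 active = mean activation of at least 10% of the iron chelator positive control signal, with at least half of replicates also reaching 10%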
SKKanGAS inh – inhibitors of SKKanGAS S. pyogenes growth in kanamycin (SK-promoter or general growth effect); BacTiter-Glo, 6 h; inhibition, % at 7.5 µM; 1.3% of 300,000 active;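 active = mean replicate score, as percent of positive control median, at least 50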;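 note: strain carries kanamycin resistance gene driven by streptokinase promoter and grows in 40 µg/ml kanamycin; loss of luminescence reflects streptokinase promoter inhibition or plain growth inhibition; 0% = median of DMSO wells and 100% = positive control at its reference dose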
RGS4 inh – inhibitors of human RGS4; P49798; HEK293 M3R/RGS4 inducible, Fluo-4 calcium flux; hits give high values; triggered by carbachol at its EC20; 0.45% of 310,000 active; B-score at 10 µM; AID 463165;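 active = B-score, a plate-corrected calcium signal, over three deviations above library mean, with baseline fluorescence within five deviations of library mean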;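 note: RGS4 expression induced by doxycycline in cells with stable M3 receptor; B-score is computed from the integrated fluorescence ratio over baseline after carbachol; higher B-score means a larger calcium signal and so more RGS4 inhibition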
Target sequence (P49798 whole entry, looked up): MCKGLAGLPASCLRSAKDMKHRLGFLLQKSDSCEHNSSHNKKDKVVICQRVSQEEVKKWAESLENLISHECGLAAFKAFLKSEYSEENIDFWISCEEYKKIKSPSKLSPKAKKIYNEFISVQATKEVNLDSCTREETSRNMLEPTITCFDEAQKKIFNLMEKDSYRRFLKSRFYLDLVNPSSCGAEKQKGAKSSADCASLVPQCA
TRPC6 inh – inhibitors of mouse TRPC6 channel; 1.1% of 310,000 active; Q61143; HEK293-TRPC6, membrane potential dye, ACh-evoked depolarization; hits give low values; AID 2553; B-score at 10 µM;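 active = B-score under library mean minus 3 SD, initial fluorescence not abnormally high, positive integrated signal ratio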;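 note: B-score derived from integrated fluorescence ratio over the kinetic read; more negative B-score means stronger inhibition of depolarization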
MrgX1 PAM – allosterically activates human MrgX1 receptor signaling | B-score at 10 µM | Q96LB2 | 0.63% of 310,000 active | AID 588675 | MrgX1-HEK293, Fluo-4 calcium flux, FDSS; hits give high values;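 active = plate-corrected calcium response at least 3 library SD above typical, normal starting fluorescence, not activating the receptor alone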;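 note: compound read alongside a low EC10 to EC30 dose of BAM8-22 agonist; peak minus trough fluorescence over baseline measured at the second addition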
TRPC4 inh – blocks the mouse TRPC4 cation channel | B-score at 10 µM | HEK293 TRPC4beta/mu-opioid, DAMGO-evoked Fluo4 calcium flux; hits give low values | Q9QUQ5 | AID 2247 | 0.39% of 300,000 active;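 active = B-score over 3 SD under the library average, no early fluorescence shift, positive overall ratio signal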
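Assay system: TRPC4beta/mu-opioid receptor HEK293 cell line; compound dosing: single concentration per test compound; detection: Fluo4 Ca2+ flux fluorescence; evaluation: per-well B score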
Platelet DG rel – modulates dense granule release in human platelets; human platelet-rich plasma, SFLLRN dense granule ATP release, luminescence; inhibition, %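 (compounds screened at 7.5 µM in platelet-rich plasma)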; 0.22% of 300,000 active; AID 1663;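 active = mean replicate score, as percent of positive control, at or above 50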
MrgX1 ag – human MrgX1 receptor agonism, primary screen; Q96LB2; MrgX1-HEK293 cells, Fluo-4 calcium fluorescence, agonist mode; hits give high values; B-score at 10 µM; 0.44% of 310,000 active; AID 588627;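 active = calcium response B-score plate-corrected fluorescence ratio at least 3 library SD, with starting fluorescence B-score inside 5 SD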
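Test system: Stable human MrgX1 HEK293 cell line | Schedule: Overnight plating before 1 h dye loading | Read-out basis: Baseline-normalised fluorescence change ratio, B-scored | Detection: Kinetic calcium dye fluorescence, Fluo-4 NW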
Starred values were filed as active, the others as inactive; i = inactive; nt = not tested or not shown.

SMILES | RGS4 act | MrgX1 antag | TRPC6 activator | HIF act | SKKanGAS inh | RGS4 inh | TRPC6 inh | MrgX1 PAM | TRPC4 inh | Platelet DG rel | MrgX1 ag
CCC(C)(C)NC(=O)C(c1ccc(OC)cc1)N(C(=O)CCC(=O)Nc1cc(C)on1)c1ccccc1F (centres undefined) | i | i | i | -0.3 | -0.4 | i | i | i | i | 10.4 | i
O=C(CSc1ccc(-c2ccc(F)cc2)nn1)NCC1CCCO1 (centres undefined) | i | i | i | -0.6 | -4.0 | i | i | i | i | -4.9 | i
CC(C)Sc1nc(N)nc(-c2cccs2)c1C#N | i | i | i | 1.9 | 21.4 | i | i | 9.05* | i | 0.0 | i
Cc1nn(-c2ccccc2)c(N2CCCC2)c1/C=N/NC(=O)c1cccc(S(=O)(=O)Nc2ccc(Cl)cc2)c1 | i | i | i | 0.4 | 34.0 | i | i | i | i | -14.6 | i
O=C(CN1CCN(Cc2ccc(Cl)cc2)C1=O)NCCN1CCCC1 | i | i | i | -0.1 | -1.1 | i | i | i | i | -4.0 | i
Cc1ccc(C)c(-c2nnc(NC(=O)COc3ccccc3)o2)c1 | i | i | i | -0.7 | 104.9* | i | i | i | i | -22.0 | i
CCCCCCc1nc(C(N)=O)c2[nH]c(=O)n(-c3ccc(OC)cc3OC)c2n1 | i | i | i | -0.4 | -3.8 | i | i | i | i | 2.3 | i
COc1ccc(CCCNC(=O)C2CCC(=O)N(Cc3ccccc3F)C2)cc1 (centres undefined) | i | i | i | 1.6 | -4.0 | i | i | i | i | 6.4 | i
O=C(NCc1csc(-c2cccs2)n1)c1ccsc1 | i | i | i | 0.8 | -10.1 | i | i | i | i | -7.3 | i
O=C(c1cnccn1)N(c1ccccc1)C1(C(=O)NC2CCCC2)CCCCC1 | i | i | i | -1.1 | 8.4 | i | i | i | i | 3.1 | i
COc1cc(COCC(O)CN2CCOCC2)cc(OC)c1OC (centres undefined) | i | i | i | -0.3 | 1.7 | i | i | i | i | 2.4 | i
CC(NC(=O)C1CCCN1S(=O)(=O)c1ccccc1)c1ccccc1 (centres undefined) | i | i | i | -0.6 | 0.9 | i | i | i | i | -3.6 | i
CC(C)N1CC(O)=C(c2nc3ccccc3c(=O)[nH]2)C1=N | i | i | i | 0.2 | -3.0 | i | i | i | i | -5.0 | i
O=C(O)CC1c2ccccc2CCN1S(=O)(=O)c1cccs1 (centres undefined) | i | i | i | 0.0 | 2.3 | i | i | i | i | 2.6 | i
Cc1cc(C)cc(N=C(NO)c2cccc([N+](=O)[O-])c2)c1 | i | i | i | 0.5 | -1.1 | i | i | i | i | -3.5 | i
O=C1OCC/C1=C\c1ccccc1 | i | i | i | -0.1 | 2.3 | i | i | i | i | 0.8 | i
CCN(CC)S(=O)(=O)c1ccc(N2CC(C(=O)NCc3cccnc3)CC2=O)cc1 (centres undefined) | i | i | i | 0.0 | -1.8 | i | -6.5* | i | i | 0.6 | i
Cc1ccc(CNC(=O)C(c2ccccc2)c2ccccc2)cc1 | i | i | i | -0.5 | 4.0 | i | i | i | i | -8.6 | i
NC1=NC(=O)C(Cc2ccc(Br)cc2)S1 (centres undefined) | i | i | i | -1.4 | 3.7 | i | i | i | i | 0.2 | i
COc1ccc(Nc2cc(C(=O)NCCCN3CCN(C)CC3)c3ccccc3n2)cc1OC | i | i | i | -0.3 | -2.9 | i | i | i | i | -0.1 | i
CC1(OC(=O)C2CCCC2)C(=O)C=C2C=C(c3ccsc3)N(C3CC3)C=C2C1=O (centres undefined) | i | i | i | 0.1 | 6.4 | i | i | i | i | -0.9 | i
Cc1ccc(S(=O)(=O)N/N=C\c2ccc(Cl)c([N+](=O)[O-])c2)cc1 | i | i | i | 1.6 | 1.3 | i | i | i | i | -5.8 | i
N#CC1(C#N)C(C(=O)C23CC4CC(CC(C4)C2)C3)C12CCOCC2 (centres undefined) | i | i | i | -0.2 | -0.5 | i | i | i | i | 3.7 | i
Cc1ccc(NC(=O)C2COc3ccccc3O2)c(C)c1 (centres undefined) | i | i | i | 2.1 | -0.8 | i | i | i | i | -4.8 | i
Cc1cccc(NC(=S)NN2CCOCC2)c1C | i | i | i | 0.3 | 1.5 | i | i | i | i | -9.9 | i
COCCNC(=O)/C(C#N)=C1\N=C(NC(=O)c2cccs2)c2ccccc21 | i | i | i | 0.0 | -2.0 | i | i | i | i | 8.5 | i
N#CCCn1cc(C(=O)N2CCCCC2)c(-c2cccc([N+](=O)[O-])c2)n1 | i | i | i | -0.6 | 3.8 | i | i | i | i | -8.0 | i
CC(C)OC(=O)c1ccccc1C(=O)c1ccc(N)c([N+](=O)[O-])c1 | i | i | i | 0.4 | -5.1 | i | i | i | i | 0.9 | i
COc1ccc(C(=O)COc2ccc(NC(C)=O)cc2)cc1 | i | i | i | 0.0 | 0.5 | i | i | i | i | 6.7 | i
Cc1ccc(S(=O)(=O)N2CN(Cc3ccco3)c3nc4ccccc4nc32)cc1 | i | i | i | -0.2 | 43.4 | i | i | i | i | 4.4 | i
O=[N+]([O-])c1ccc(-c2nc(-c3ccncc3)no2)cc1 | i | i | i | 1.6 | -1.3 | i | i | i | i | -23.4 | i
COc1ccc(/C=C2/SC(=O)N(CCC(=O)Nc3ccccc3)C2=O)cc1OC | i | i | i | 0.2 | 2.3 | i | i | i | i | 4.2 | i
Nc1nnc(SCC(=O)NC2CCCC2)s1 | i | i | i | nt | -1.3 | i | i | i | i | -4.0 | i
Cc1ccccc1-c1nc(C#N)c(N2CCCCC2)o1 | i | i | i | -0.7 | 1.2 | i | i | i | i | 2.5 | i
Cc1ccc(C2(c3ccc(C)cc3)CC2C(=O)NCc2cccnc2)cc1 (centres undefined) | i | i | i | -0.5 | -1.4 | i | i | i | i | -2.5 | i
COc1ccc(N2CCN(C(=O)COC(=O)Cc3ccc(F)cc3)CC2)cc1 | i | i | i | 0.1 | -2.5 | i | i | i | i | 5.2 | i
CN(C)S(=O)(=O)c1ccc(C(=O)OCCN=C2NS(=O)(=O)c3ccccc32)cc1 | i | i | i | -0.1 | 3.2 | i | i | i | i | -0.3 | i
Cc1ccc(S(=O)(=O)N2CCC(C(=O)OCC(=O)N(Cc3ccccc3)C(C)(C)C)CC2)cc1C | i | i | i | -0.1 | 15.2 | i | i | i | i | 29.6 | i
CC(=O)NC1CC2CCCC(C1)N2CC(=O)Nc1ccccc1 (centres undefined) | i | i | i | -0.5 | -6.3 | i | i | i | i | 7.0 | i
O=Cc1cn(CCC(=O)O)nc1-c1cccc(Cl)c1 | i | i | i | 0.2 | -4.0 | i | i | i | i | 2.1 | i
CCCNC(=O)Cn1c(=O)n(CC(=O)N2CCCCC2)c(=O)c2sccc21 | i | i | i | 1.0 | -10.4 | i | i | i | i | -0.3 | i
CCN(CC(=O)Nc1c(F)cccc1F)C(=O)CCOc1ccccc1 | i | i | i | -29.9 | 0.9 | i | i | i | i | -16.7 | i
O=C(CC(=O)Nc1cccc(Cl)c1)N/N=C\c1ccccc1 | i | i | i | -0.4 | -2.3 | i | i | i | i | 13.7 | i
CC(=O)C1=C(C)OC(N)=C(C#N)C1c1cccc2ccccc12 (centres undefined) | i | i | i | 0.0 | 17.5 | i | i | i | i | 3.8 | i
CCCc1cc(C(=O)Nc2ccc(C)cc2)no1 | i | i | i | 4.4 | 0.3 | i | i | i | i | 0.8 | i
CCC1CCCCN1CCNS(=O)(=O)c1ccc2c(c1)CCN2C(C)=O (centres undefined) | i | i | i | -0.8 | -4.0 | i | i | i | i | 2.5 | i
O=C(CN1CCN(Cc2cccc(Cl)c2)C1=O)NCC1CCCO1 (centres undefined) | i | i | i | -0.2 | -2.2 | i | i | i | i | 32.9 | i
CCn1c(CC(=O)Nc2ccccc2F)nnc1SCC(=O)NC1CCCCC1 | i | i | i | -0.8 | 0.2 | i | i | i | i | -3.6 | i
CCOc1ncccc1C(=O)Nc1c(C)n(C)n(-c2ccccc2)c1=O | i | i | i | -0.3 | -2.3 | i | i | i | i | -2.1 | i
Brc1ccc(-c2nn[nH]n2)cc1 | i | i | i | -0.3 | -12.3 | i | i | i | i | -8.4 | i

Next compounds follow:
SMILES | RGS4 act | MrgX1 antag | TRPC6 activator | HIF act | SKKanGAS inh | RGS4 inh | TRPC6 inh | MrgX1 PAM | TRPC4 inh | Platelet DG rel | MrgX1 ag
S=C(NCc1ccco1)N1CCN(C(c2ccccc2)c2ccccc2)CC1 | -9.76* | i | i | 0.2 | 3.0 | i | i | i | i | 2.1 | i
Cc1ccccc1C(=O)Nc1c(C(=O)N2CCCC2)cnn1-c1ccccc1 | i | i | i | -0.1 | 5.4 | i | i | i | i | -2.9 | i
O=C(COC(=O)/C=C/c1ccc(S(=O)(=O)N2CCOCC2)cc1)NCc1ccccc1 | i | i | i | -0.2 | -1.4 | i | i | i | i | -3.6 | i
O=C1/C(=C/c2cccc(O)c2)SC(=S)N1CC1CCCO1 (centres undefined) | i | i | i | -0.3 | 2.9 | i | i | i | i | -1.9 | i
CC(C)CC(OC(=O)c1ccc(Cl)nc1)C(=O)NC1CCCC1 (centres undefined) | i | i | i | -0.2 | -1.3 | i | i | i | i | 7.5 | i
CC1CC1C(=O)Nc1nc2ccc(S(C)(=O)=O)cc2s1 (centres undefined) | i | i | i | -4.8 | -0.3 | 6.08* | i | i | i | 1.5 | i
Cc1cccc(-n2ccc(=O)c(C(=O)O)n2)c1 | i | i | i | 0.0 | 1.1 | i | i | i | i | 8.0 | i
CCCCN(C(=O)c1[nH]c(C)c(C(=O)OCC)c1C)c1c(N)n(CCCC)c(=O)[nH]c1=O | i | i | i | 0.6 | -13.6 | i | i | i | i | -2.9 | i
O=C(c1ccc(Cl)c(S(=O)(=O)N2CCCCCC2)c1)N1CCCC(C(F)(F)F)C1 (centres undefined) | i | i | i | -16.6 | -4.2 | i | i | i | i | -2.5 | i
COc1ccccc1CC(=O)NCc1nn(-c2ccccc2)nc1C | i | i | i | -0.3 | 2.0 | i | i | i | i | -11.4 | i
Cc1ccc(N(C)C(=O)C2CCCN2S(=O)(=O)c2ccc3c(c2)n(C)c(=O)c(=O)n3C)cc1 (centres undefined) | i | i | i | 0.0 | 0.5 | i | i | i | i | 2.7 | i
Cc1ccccc1N(C(=O)Cn1nnc(-c2ccc(F)cc2)n1)C(C(=O)NC(C)(C)C)c1ccncc1 (centres undefined) | i | i | i | 0.1 | 0.7 | i | i | i | i | -1.0 | i

As entered above.
`CCCCN(C(=O)c1[nH]c(C)c(C(=O)OCC)c1C)c1c(N)n(CCCC)c(=O)[nH]c1=O` @ SKKanGAS inh = -13.6
`CC1CC1C(=O)Nc1nc2ccc(S(C)(=O)=O)cc2s1` (centres undefined) @ RGS4 inh = 6.08*
